Screens as filed in PubChem.
mIAP inh: mouse IAP inhibition; 330,000 compounds, 0.2% hits; inhibition, % at 10 µM; purified mouse IAP, CDP-Star luminescence, 30 min;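 active = inhibition of at least 40% at 10 µM in the primary screen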;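 note: plate controls were DMSO with enzyme for no effect and no enzyme wells for full effect; values of inactives mirror those of a sister screen read the other way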
tim10-1 inh: tim10-1 yeast growth inhibition | S. cerevisiae tim10-1 ts strain growth, BacTiter-Glo, 24 h | inhibition, % at 20 µM | 330,000 compounds, 2.2% hits | AID 463190;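 active = inhibition of at least 40%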;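 note: mutant grown at 25 °C; 0% = DMSO wells with yeast and 100% = wells holding no yeast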
hIAP inh: human IAP inhibition | P09923 | purified IAP, CDP-Star luminescence, 30 min | inhibition, % at 10 µM | 330,000 compounds, 0.12% hits | AID 2544;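 active = inhibition reaching a set limit with compound at 10 µM in the primary screen, cut at about 35% in these data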;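 note: plate controls were DMSO wells with enzyme for no effect and no-enzyme buffer wells for full effect; values of inactives mirror those of a sister screen read the other way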
Target sequence (P09923 whole entry, looked up): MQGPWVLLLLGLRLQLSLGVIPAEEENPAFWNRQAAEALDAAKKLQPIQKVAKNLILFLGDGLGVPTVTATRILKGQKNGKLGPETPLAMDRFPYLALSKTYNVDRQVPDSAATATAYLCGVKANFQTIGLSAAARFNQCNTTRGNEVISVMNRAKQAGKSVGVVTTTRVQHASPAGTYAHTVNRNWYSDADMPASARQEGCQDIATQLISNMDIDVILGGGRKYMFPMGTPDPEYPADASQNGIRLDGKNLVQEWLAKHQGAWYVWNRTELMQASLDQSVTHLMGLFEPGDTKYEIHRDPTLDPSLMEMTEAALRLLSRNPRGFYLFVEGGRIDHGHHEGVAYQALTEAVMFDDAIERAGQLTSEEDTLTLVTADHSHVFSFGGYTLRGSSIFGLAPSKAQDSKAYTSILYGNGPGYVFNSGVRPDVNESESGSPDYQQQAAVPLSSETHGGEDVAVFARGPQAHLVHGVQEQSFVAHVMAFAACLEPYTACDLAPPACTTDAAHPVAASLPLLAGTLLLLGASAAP
NLRP3 yeast inh: inhibitors of NALP3 inflammasome in yeast; inhibition, % at 10 µM; 330,000 compounds, 0.39% hits; Yeast reconstituted NLRP3/ASC/caspase-1, beta-gal luminescence, 24 h; AID 2825;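 active = inhibition of 50% or more; inactive = inhibition below 50%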;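 note: plate controls were induced DMSO wells for no effect and uninduced yeast grown without galactose for full effect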
ATG4B inh: ATG4B (human) cysteine protease inhibition; AID 504462; inhibition, % at 8.33 µM; Q9Y4P1; 340,000 compounds, 0.51% hits; ATG4B cleavage of LC3-PLA2, NBD-HPC fluorescence, 1 h; in the data active = inhibition above about 40%
Target sequence (Q9Y4P1 whole entry, looked up): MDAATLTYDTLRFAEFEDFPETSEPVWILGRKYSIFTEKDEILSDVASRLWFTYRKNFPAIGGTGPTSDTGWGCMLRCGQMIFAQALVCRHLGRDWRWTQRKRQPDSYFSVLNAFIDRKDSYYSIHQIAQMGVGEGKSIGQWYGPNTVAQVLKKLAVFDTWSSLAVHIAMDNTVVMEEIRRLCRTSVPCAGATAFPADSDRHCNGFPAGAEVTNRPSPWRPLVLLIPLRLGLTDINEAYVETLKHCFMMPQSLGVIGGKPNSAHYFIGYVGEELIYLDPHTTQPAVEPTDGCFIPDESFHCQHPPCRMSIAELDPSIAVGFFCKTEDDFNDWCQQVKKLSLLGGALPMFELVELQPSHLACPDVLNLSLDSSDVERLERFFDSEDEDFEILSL
hIAP act: human IAP activation | 330,000 compounds, 0.16% hits | purified human IAP, CDP-Star luminescence, 30 min; hits give high values; 1 = vehicle-only enzyme, 0 = enzyme-free background | P09923 | AID 2524 | activation factor at 10 µM;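 active = activation factor of the enzyme at least 2-fold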; note: the source names both 10 and 20 µM as test concentration; values of inactives mirror those of a sister screen read the other way
TIM10 inh: inhibits growth of TIM10 yeast strain | S. cerevisiae TIM10 strain growth, BacTiter-Glo luminescence, 24 h | inhibition, % at 10 µM | 330,000 compounds, 1.4% hits | AID 463195;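 active = inhibition of 40% or more at the single tested concentration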;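 note: wild-type TIM10 isogenic control strain grown at permissive 25 °C; 0% = DMSO yeast wells and 100% = minimal medium wells without yeast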
mIAP activ: increases mouse intestinal alkaline phosphatase activity; muIAP, CDP-Star luminescence, 30 min; hits give high values; 1 = vehicle-only enzyme signal, 0 = enzyme-free wells; activation factor at 10 µM; 330,000 compounds, 0.24% hits;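 active = activation factor of at least 2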; note: the source names both 10 and 20 µM as test concentration; values of inactives mirror those of a sister screen read the other way
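Assay system: mouse IAP enzyme / Compound: DMSO-dissolved test compounds / Timing: 30 min, room temperature / Measured by: luminescence from enzymatic CDP-Star hydrolysis / Control set: DMSO-only wells, enzyme-free buffer wells as negative control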
Apaf-1 inh: human Apaf-1 inhibition; 330,000 compounds, 0.71% hits; AID 489030; reconstituted apoptosome caspase-3 activity, DEVD-Rh110 fluorescence; inhibition, % at 20 µM; active = inhibition of at least 40% at 20 µM;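 note: plate controls were DMSO wells for no effect and DEVD-CHO caspase inhibitor wells for full effect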
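Material: reconstituted apoptosome with Apaf-1, cytochrome c, caspase-9, procaspase-3, dATP; medium: pH 7.5 Hepes buffer with CHAPS, BSA, DTT; also added: cytochrome c and DEVD-Rh110 substrate; timing: 30 min plus 50 min, RT; signal: Rh110 fluorescence intensity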
The depositor's hits bear a star; x = not tested or not shown.

canonical_smiles,mIAP inh,tim10-1 inh,hIAP inh,NLRP3 yeast inh,ATG4B inh,hIAP act,TIM10 inh,mIAP activ,Apaf-1 inh
CCCNC(=O)Cn1cnc2sc(C(=O)N3CCN(c4ccc(F)cc4)CC3)c(C)c2c1=O,6,12,9,9,-8,0.91,8,0.94,-17
CCOC(=O)c1cccc(NC(=O)CCc2c(C)nc3ncnn3c2C)c1,-9,-1,-20,21,-8,1.2,1,1.1,11
COC(=O)c1cc(C(=O)Nc2ccc(S(N)(=O)=O)cc2)cc([N+](=O)[O-])c1,12,1,9,0,-6,0.91,8,0.88,-4
O=C(CN1C(=O)NC2(CCCCC2)C1=O)Nc1nc2c(F)cc(F)cc2s1,8,-3,8,10,4,0.92,4,0.92,10
N#CCCN(C(=O)Nc1ccc(Cl)c(Cl)c1)c1ccccc1,-34,25,-3,5,-6,1,18,1.3,15
O=C(NCc1cccnc1)C1c2ccccc2C(=O)N1Cc1ccco1 (centres undefined),4,14,-8,1,-4,1.1,7,0.96,3
COc1cc(C=O)c(Br)cc1OC1CCCC1,7,48*,20,-80,-9,0.8,45*,0.93,4
C=CCn1c[n+](CC(=O)c2ccc(Br)s2)c2ccccc21,10,8,10,3,10,0.9,-1,0.9,17
CCCn1c(SCC(=O)c2ccc3c(c2)OCCO3)nnc1C(C)C,-2,28,-12,-1,3,1.1,14,1,3
CC(C)(C)C(=O)N1CCC(O)(CS(=O)(=O)Cc2ccc(Cl)cc2)CC1,5,14,10,13,-6,0.9,8,0.95,-11
O=C(c1cccs1)N1CCC(C(=O)N2CCN(Cc3ccc4c(c3)OCO4)CC2)CC1,1,3,-18,13,-4,1.2,7,0.99,11
CCN1CCN(S(=O)(=O)c2ccc(S(=O)(=O)N(CC)Cc3ccccc3)cc2)CC1,5,-2,1,9,-6,0.99,-8,0.95,0
COC(=O)c1sccc1NC(=O)c1ccc(C)o1,-11,25,-2,45,-2,1,12,1.1,20
C=CCN1C(=O)/C(=C/C=C2/N(CC)c3ccc(S(=O)(=O)N(C)C)cc3N2CC)SC1=S,27,4,36*,5,0,0.64,6,0.73,17
CCCc1ccc(OCC(O)CN2CCN(c3ccccn3)CC2)cc1 (centres undefined),5,-14,-21,34,-3,1.2,-38,0.95,9
O=S(=O)(c1ccccc1Cl)N1CCCC1c1nc(-c2cccc(Cl)c2)no1 (centres undefined),5,7,19,13,5,0.81,-3,0.95,16
O=C(Cn1c(C(F)(F)F)nc2ccccc21)NCCCN1CCOCC1,6,8,11,-2,3,0.89,-4,0.94,-2
c1csc(-c2nc3ccccc3[nH]2)c1,-2,1,5,21,1,0.95,33,1,3
CC(NC(=O)Cc1cccs1)c1ccccc1 (centres undefined),5,7,-13,12,-4,1.1,7,0.95,-7
O=C(NCc1ccncc1)C12CC3CC(CC(Cl)(C3)C1)C2,3,7,4,14,5,0.96,-14,0.97,1
CCC(C)NC(=O)CC1Oc2ccc(Cl)cc2NC1=O (centres undefined),-9,-2,-17,-9,0,1.2,6,1.1,-1
C/C(CCc1oc2c(Br)cc(Br)cc2c1-c1ccc(C)o1)=N\O,10,32,-57,-5,12,1.6,36,0.91,11
CC(=O)c1ccc(-n2nnnc2SCC(=O)N2CCN(C(=O)c3ccco3)CC2)cc1,1,12,-4,3,-5,1,-3,0.99,0
COC1CCCCC1Nc1cc(C)cc(C)c1 (centres undefined),-2,-3,-11,6,1,1.1,6,1,-16
CC(=O)C1=C(O)C(=O)N(CC#N)C1c1cccs1 (centres undefined),-5,-1,-3,7,1,1,-20,1,4
CCCc1[nH]nc2c1C(/C(C)=C/c1ccccc1)C(C#N)=C(N)O2 (centres undefined),15,13,3,8,-7,0.97,19,0.85,-14
O=C(Nc1nnc(CSCc2ccc(Cl)cc2)s1)c1cccc([N+](=O)[O-])c1,4,3,5,10,-1,0.95,-1,0.96,2
COc1cc(NC(=O)c2cccs2)ccc1NC(=O)c1ccccc1Cl,-7,-26,18,25,-12,0.82,41*,1.1,11
Cc1cc(=O)oc2cc(OC(C)C(=O)NC3(C#N)CCCCC3)ccc12 (centres undefined),10,15,-2,16,-11,1,-5,0.9,-6
Cc1[nH]c2ccccc2c1/C=C/c1nc2ccccc2c(=O)n1CCO,0,-10,10,23,4,0.9,14,1,3
COc1ccc(-c2cc3nc(-c4ccccc4)cc(N4CCC(O)CC4)n3n2)cc1,-8,40*,12,24,-24,0.88,33,1.1,26
O=C(Nc1nc(COc2ccccc2)cs1)C1CCC1,9,25,-4,17,-1,1,11,0.91,11
Cc1ccc(CN2CCC(n3nccc3NC(=O)C3CCOC3)CC2)cc1 (centres undefined),-4,-26,2,12,-8,0.98,-5,1,-7
CCN(CC)S(=O)(=O)c1ccc(NC(=O)CNC2CCCCC2)cc1,-10,16,-2,11,4,1,-13,1.1,4
O=C(c1ccc2c(c1)OCCO2)N1CCCCC1,4,5,3,5,-1,0.97,2,0.95,0
O=S1(=O)c2ccccc2N=NN1Cc1ccc(Cl)c(Cl)c1,4,28,-27,6,x,1.3,14,0.96,22
COc1cccc(NC(=O)Cn2c(=O)n(-c3ccccc3)c(=O)c3sccc32)c1,-9,-15,-12,-7,-5,1.1,6,1.1,2
Cc1ccc(C(=O)N/C(=C\c2cccs2)C(=O)NC2CCCCC2)cc1,-1,28,-26,2,0,1.3,20,1,-14
CCN(CC(=O)Nc1ccc(OC)cc1)CC(=O)Nc1ccc(Cl)cc1F,-14,26,-47,12,-8,1.5,12,1.1,2
CCCNC(=O)C(CC)NC(=O)c1ccc(C#N)cc1 (centres undefined),-3,14,20,10,-5,0.81,3,1,-16
CCCc1nnc(NC(=O)C(C)N2C(=O)C3C4C=CC(C4)C3C2=O)s1 (centres undefined),6,20,-11,15,-7,1.1,-14,0.94,10
CC(=O)Nc1ccc(N2C(=O)CC(c3ccccc3)CC2=O)cc1,-2,2,-3,5,3,1,-7,1,1
CC(/C=C/c1ccc(Cl)o1)=C\C(=O)O,14,19,-7,17,-10,1.1,6,0.86,-4
Cc1ccc2nc(C3CCN(C(=O)NCc4ccccc4)CC3)[nH]c2c1,2,3,3,-2,12,0.97,-27,0.98,-6
CC(=O)c1cc2c(cc1NC(=O)C1CCC1)OCO2,5,5,-21,5,5,1.2,10,0.95,-14
COc1ccc(CCNC(=O)c2nn(C)cc2Cl)cc1,-1,7,-11,9,-2,1.1,11,1,-3
CCOC(=O)c1cc(C#N)c(C)nc1N(CC)CC,-12,-12,4,-6,-5,0.96,-17,1.1,4
COc1ccccc1Nc1nc(NCCO)c2ccccc2n1,-6,15,-16,1,x,1.2,2,1.1,-1
CC1CCN(C(=O)COC(=O)C2CCN(S(=O)(=O)c3c(Cl)cccc3Cl)CC2)CC1,2,-1,-11,10,-5,1.1,8,0.98,13
CC(=O)COc1ccccc1OC(=O)c1ccco1,0,13,18,-11,-5,0.82,-12,1,-9
Nc1cccc(C(=O)Nc2ccco2)c1,-5,-11,-12,8,0,1.1,8,1,2
C=CCc1cccc(/C=N/NC(=O)COc2ccc(-n3cnnn3)cc2)c1O,10,14,-43,8,1,1.4,9,0.9,-14
CCNC(=O)CSc1nnc(-c2ccc(OC)cc2)n1CC(C)C,-6,10,-7,-13,-4,1.1,3,1.1,5
COc1ccc(-c2cnc(SCC(=O)Nc3nc(C(C)(C)C)cs3)n2Cc2ccco2)cc1,1,15,-42,0,7,1.4,18,0.99,19
CCOc1ccc(-c2nnc(N3CCCCC3)c3ccccc23)cc1,6,39,1,20,3,0.99,37,0.94,24
CCC(c1nnnn1Cc1ccco1)N(CCc1ccccc1)Cc1cc2ccc(OC)cc2[nH]c1=O (centres undefined),16,29,-1,12,-13,1,37,0.84,25
COc1ccc(CNC(=O)COC(=O)c2ccc(F)c(S(=O)(=O)N3CCCCC3)c2)cc1OC,-7,-4,-9,-1,-10,1.1,-19,1.1,-5
C[C@H]1CCC[C@@]2(O[C@H](CCO)C[C@@H](O)[C@@H]2O)O1,0,-1,2,19,9,0.98,-11,1,4
Cc1cc(Nc2ccccc2)nn1C(=O)c1ccccc1,-13,0,1,7,1,0.99,30,1.1,-2
C=CCOc1ccccc1CN1CCSCC1,10,-4,-5,4,-3,1.1,-2,0.9,-21

Carrying on:
canonical_smiles,mIAP inh,tim10-1 inh,hIAP inh,NLRP3 yeast inh,ATG4B inh,hIAP act,TIM10 inh,mIAP activ,Apaf-1 inh
Cc1cc(N/C=C\c2nnnn2-c2ccc(F)cc2)no1,-2,8,-4,17,6,1,18,1,-4
Cc1ccc(CN2CC(C(=O)Nc3ccc(F)c([N+](=O)[O-])c3)CC2=O)cc1 (centres undefined),-5,-14,-3,14,4,1,-6,1.1,10
COc1ccccc1CNC(=O)COC(=O)c1cccc(S(=O)(=O)N2CCCC2)c1,0,-6,7,-10,1,0.93,8,1,-8
O=C(NNS(=O)(=O)c1ccccc1[N+](=O)[O-])c1cccc(Br)c1,-3,-12,10,15,-1,0.9,12,1,-13

2 entries drawn at random from those above:
canonical_smiles,mIAP inh,tim10-1 inh,hIAP inh,NLRP3 yeast inh,ATG4B inh,hIAP act,TIM10 inh,mIAP activ,Apaf-1 inh
Cc1ccc(CN2CC(C(=O)Nc3ccc(F)c([N+](=O)[O-])c3)CC2=O)cc1 (centres undefined),-5,-14,-3,14,4,1,-6,1.1,10
COc1ccccc1CNC(=O)COC(=O)c1cccc(S(=O)(=O)N2CCCC2)c1,0,-6,7,-10,1,0.93,8,1,-8
